Screening data as filed in PubChem.
HEK cytotox: Cytotoxic Profiling in HEK 293 Cell Line of Diverse Libraries Using Quantitative High-Throughput Screening. HEK 293 viability, ATP luminescence (CellTiter-Glo), 48-72 h. AID 1345083, 2018. actives 6.6% (n = 94,000). Potency, µM (titrated, usually from 115 µM), inactives show at the highest dose activity change, negative = cytotoxicity, usual class: inhibitors; also: potency is read from the fitted curve at half-maximal effect; nearly all actives have a fitted effect of over 60% in size
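HEK 293 cells seeded at 250 cells/well were exposed to compound for 48 or 72 hr at 37 degree Celsius. Viability taken as ATP content by CellTiter-Glo luminescence.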
3T3 cytotox: Cytotoxic Profiling in NIH 3T3 Cell Line of Diverse Libraries Using Quantitative High-Throughput Screening | NIH 3T3 viability, CellTiter-Glo ATP luminescence, 48-72 h | actives 4.3% (n = 94,000) | Potency, µM (titrated, usually from 96.7 µM), for inactives: top-dose activity change, negative = cytotoxicity, most hits filed as inhibitors; also: potency is read from the fitted curve at half-maximal effect; nearly all actives have a fitted effect of over 55% in size
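Cytotoxicity was measured by CellTiter-Glo ATP luminescence after 48 or 72 h compound exposure at 37 °C. Mouse NIH 3T3 fibroblasts were seeded at 400 cells/well and dosed by 23 nL pin transfer.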
FLuc inh: Firefly luciferase inhibition profiling of diverse chemical library using quantitative high-throughput screening. purified P. pyralis luciferase, luminescence, biochemical. actives 2.5% (n = 76,000). Potency, µM (top dose mostly 115 µM), for inactives: at the top dose activity change, negative = inhibition, usual class: inhibitors; also: potency is read from the fitted curve at half-maximal effect; nearly all actives have a fitted effect of over 65% in size
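Luminescence read by CCD imaging after purified firefly luciferase (10nM final) was added to substrate buffer holding 10uM D-luciferin and 10uM ATP, pH 7.5, pre-dosed with compound.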
IP6K1 inh: Primary qHTS assay for small molecule inhibitors of Inositol hexaphosphate kinase 1 (IP6K1); Inositol hexakisphosphate kinase 1 (Homo sapiens), Q92551; IP6K1 kinase, ADP-Glo luminescence, 2 h; hits give low values; activity change, % (series mostly up to about 58 µM); actives 0.81% (n = 140,000); AID 1645851, 2021; in the data active = activity change below about -25%
Target sequence (Q92551 whole entry, looked up): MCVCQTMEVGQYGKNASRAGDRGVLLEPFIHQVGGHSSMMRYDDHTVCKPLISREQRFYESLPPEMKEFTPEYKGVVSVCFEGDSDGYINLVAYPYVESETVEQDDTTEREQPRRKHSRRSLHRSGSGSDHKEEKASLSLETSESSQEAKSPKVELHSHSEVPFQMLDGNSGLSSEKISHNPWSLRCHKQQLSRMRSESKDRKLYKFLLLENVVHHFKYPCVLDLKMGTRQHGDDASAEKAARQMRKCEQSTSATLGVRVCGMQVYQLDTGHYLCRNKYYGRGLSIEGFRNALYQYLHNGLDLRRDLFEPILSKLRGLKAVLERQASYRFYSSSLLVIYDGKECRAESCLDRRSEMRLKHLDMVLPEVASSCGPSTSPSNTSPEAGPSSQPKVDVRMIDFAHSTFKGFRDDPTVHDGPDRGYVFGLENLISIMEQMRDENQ
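ADP-Glo luminescence measures ADP made by human IP6K1 during a 2 h RT reaction with ATP/IP6 (mix at 1.3 mM/130 uM); top library doses 57.5 and 19.1 uM final.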
GPT2 inhibitor: Primary qHTS assay for inhibitors of Glutamate pyruvate transaminase 2 (GPT2); Alanine aminotransferase 2 (Homo sapiens), Q8TD30; Recombinant GPT2, coupled pyruvate oxidase/HRP Amplex Red fluorescence; Potency, µM (series often up to 57.7 µM), without a hit: at the top dose activity change, negative = inhibition, usual class: inhibitors; actives 0.25% (n = 100,000); AID 1671188, 2021; also: potency is read from the fitted curve at half-maximal effect; nearly all actives have a fitted effect of over 60% in size; many of its hits are not listed in these tables
Target sequence (Q8TD30 whole entry, looked up): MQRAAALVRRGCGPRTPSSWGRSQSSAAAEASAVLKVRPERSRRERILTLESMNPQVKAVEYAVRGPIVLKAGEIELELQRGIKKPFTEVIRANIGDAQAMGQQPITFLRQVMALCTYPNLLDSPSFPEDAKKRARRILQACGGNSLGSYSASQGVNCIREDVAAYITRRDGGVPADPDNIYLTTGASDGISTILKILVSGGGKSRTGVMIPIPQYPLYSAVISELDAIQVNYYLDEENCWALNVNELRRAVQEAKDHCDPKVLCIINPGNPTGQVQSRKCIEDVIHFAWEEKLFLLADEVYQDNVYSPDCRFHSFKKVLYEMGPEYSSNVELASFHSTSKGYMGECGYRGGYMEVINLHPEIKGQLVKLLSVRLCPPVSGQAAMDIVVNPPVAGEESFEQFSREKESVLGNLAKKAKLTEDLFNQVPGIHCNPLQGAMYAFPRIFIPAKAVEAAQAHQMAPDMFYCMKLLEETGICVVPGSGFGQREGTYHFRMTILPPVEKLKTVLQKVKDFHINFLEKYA
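Recombinant GPT2 (10ng/uL) with 250uM a-KG and 2mM L-alanine, 30 min at room temperature, in HEPES pH 7.5 buffer. Pyruvate detected by pyruvate oxidase/HRP/Amplex Red fluorescence after 30 min in the dark; AOA (50uM) as positive control.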
HEK293 viab: GF-AFC viability counterscreen for inhibitors of alpha-synuclein gene (SNCA) expression; HEK-293-SNCA-luc viability, GF-AFC fluorescence, 24 h; Potency, µM (titrated, usually from 57.1 µM), without a hit: at the top dose activity change, negative = cytotoxicity, most hits filed as cytotoxic; actives 0.12% (n = 150,000);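 also: potency is read from the fitted curve at half-maximal effect; 0% = DMSO-treated cells and -100% = medium-only wells without cells; nearly all actives have a fitted effect of over 30% in size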
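HEK-293-SNCA-luc cells (1500/well) plated 24 h, then exposed 24 h to a dilution series; GF-AFC added 30 min at 37C, fluorescence 405/540 nm; normalised to medium-only and DMSO wells, Hill fit.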
SNCA expr inhib: Primary qHTS assay for inhibitors of alpha-synuclein gene (SNCA) expression; actives 0.17% (n = 140,000); HEK-293 SNCA-luciferase knock-in, luminescence, 24 h; Potency, µM (doses to about 57.2 µM), for the others: at the top dose activity change, negative = inhibition, most hits filed as inhibitors;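 also: potency is read from the fitted curve at half-maximal effect; plate controls were DMSO cells for no effect and cell-free wells for full effect; nearly all actives have a fitted effect of over 45% in size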
Numbers without * were called inactive; i = inactive; u = inconclusive; x = not tested or not shown; & = joins results of further samples; [ ] = another dose, or the depositor's remark. Unless noted, calls follow the shape of the dose curve; as a rule, active = well fitted curve in the direction sought with a large enough effect; inconclusive = small, poorly fitted or top-dose-only effect, or another doubt; inactive = no such curve, though single readings can be large; an effect the other way counts as inactive or inconclusive. Unless noted, % is scaled to controls: 0 for no effect and ±100 for the full control effect. An excerpt; rates above refer to the full screens.

SMILES	HEK cytotox	3T3 cytotox	FLuc inh	IP6K1 inh	GPT2 inhibitor	HEK293 viab	SNCA expr inhib
CCC(CO)Nc1ncnc2c1CN(C1CCCNCC1)C(=O)CN2C (stereo not given)	2%	2%	x	-6	-15%	5%	11%
CN(Cc1cccnc1)c1nc2c(c(=O)[nH]1)CCN(Cc1cccc(F)c1)CC2	-19%	-29%	15%	2	i	-4%	4%
Cc1nnc([C@@H]2CC(F)(F)CN2C(=O)c2conc2C)o1	-12%	-11%	-2%	29	-13%	2%	32%[activator]
COc1ccc(N2CCN(C(=O)c3c(C)oc4ncnc(N5CCCCC5)c34)CC2)cc1	x	x	x	-8	x	8%	u
O=C(NCc1ccccc1F)c1ccc2c(c1)CN(Cc1ccccc1F)CCO2	45µM*	u	x	-4	-8%	u	9%
CN(CCCN1CCCCCC1)c1nc(-c2ccncc2)nc2c1cnn2C	u	32µM*	6%	5	i	u	u
Cn1c(CN2CCC(O)CC2)nnc1C1CCCN(C(=O)CCN)C1 (stereo not given)	i	1%	-1%	23	-2%	2%	-1%
COc1cc2c(cc1C(=O)N1CCC3(CC(=O)NC3=O)C1)CCC2 (stereo not given)	1%	3%	-3%	-2	i	5%	4%
COc1cccc(N2CC(NC(=O)COc3ccc4ccccc4c3)CC2=O)c1 (stereo not given)	x	x	x	14	x	-1%	1%
CCN1CCN(CCCNC(=O)CS(=O)(=O)Cc2nc(-c3ccccc3C)oc2C)CC1	x	x	x	1	x	-10%	14%
CC(=O)N1CCN(C(=O)C[C@@H]2CCNC[C@@H]2Cc2cc(CN3CCOCC3)on2)CC1	0%[172 µM]	-14%[174 µM]	2%[172 µM]	2	-15%[88.5 µM]	4%[87.6 µM]	1%[87.6 µM]
COC1C(=O)N(C2CCN(C(=O)NCc3ccccc3)CC2)C12CCOCC2 (stereo not given)	i	-4%	0%	-3	-2%	5%	1%
COc1ccc(CN2C[C@H](O)C[C@H]2c2nc(-c3ccc4c(c3)OCO4)no2)c(OC)c1OC	-15%	-26%	u	9	i	-2%	122%[activator]
COc1ccc(OC)c(NC(=O)c2c(NCc3ccc(C)o3)sc3c2CCC(C)C3)c1 (stereo not given)	x	x	x	0	x	-23%	-27%
Cc1cc2nc3n(c(=O)c2n1CC(=O)Nc1cccc(C(C)C)c1)CCCC3	-21%	-33%	-8%	-11	1%	-13%	-21%
O=C(c1ccn[nH]1)N1CCC(c2nc(CCOCC3CCCC3)no2)C1 (stereo not given)	-2%	-4%	0%	16	1%	0%[12.5 µM]	32%[activator]
Cc1cnc(C(=O)N2CC(Cn3c(C)cnc3-c3ccncc3)C2)cn1	i	-1%	x	13	4%	3%	39%[activator]
COc1ccc(-c2nc3c(c(SCC(=O)Nc4ccccc4F)n2)Cc2cc(C)ccc2O3)cc1	x	x	x	0	x	4%	4%
O=C(Cc1ccc2c(c1)OCO2)N1CCc2onc(-c3cccc(F)c3)c2C1	u	-26%	-10%	5	-13%	7%	27%
CC1(CNc2ccccc2)COc2ccc(C(=O)NCc3cccs3)cc2N1 (stereo not given)	100µM*	u	-3%[172 µM]	-3	-10%[88.5 µM]	-8%[87.6 µM]	u
O=C(NCC1CN(C(=O)Cc2ccccc2)CC12CN(c1ccccc1)C2)C1CC1 (stereo not given)	-6%[172 µM]	u	-1%[172 µM]	24	i	7%[87.6 µM]	-5%[87.6 µM]
CNC(=O)[C@@H]1CN(C(=O)c2cc(F)cc(F)c2)C[C@H]1COC	-19%	-7%	-8%	0	i	u	-10%
COc1ccc(C(=O)NC2CCN(c3cc(-c4ccc(F)cc4)[nH]n3)CC2)cc1F	-3%	i	3%	10	i	-2%	-1%
O=C(CC1CCCCC1)N1CCCC(c2noc(COc3ccccc3)n2)C1 (stereo not given)	u	40µM*	-3%	20	3%	4%[12.5 µM]	-25%
CNS(=O)(=O)c1cn(CC(=O)Nc2cccc(OC)c2)cc1S(=O)(=O)NC	x	x	x	-1	x	-6%	-4%
O=C1CCCN1CCCN1C(=O)[C@H]2CN(Cc3cccc(OC(F)(F)F)c3)C[C@H]2C1=O	-6%	-12%	2%	-1	i	-3%	-28%
Cc1ccc(C)c(CN2C(=O)NC3(CCN(C(=O)c4ccc[nH]c4=O)CC3)C2=O)c1	1%	-6%	-7%	-7	-6%	-5%	11%
CCC(C)NC(=O)CCC(=O)NNc1nc2ccccc2c2nc(C)nn12 (stereo not given)	x	x	x	17	x	10%	-15%
COc1ccc(-c2cc(N3CCC(NC(=O)c4ccc(C)c(C)c4)CC3)n[nH]2)cc1	u	u	10%	8	i	-8%	-24%
CC1CCN(S(=O)(=O)c2ccc3c(ccc(=O)n3CC(=O)NCc3ccccc3)c2)CC1	x	x	x	-5	x	8%	u
Cc1ccccc1Cn1c(=O)n(CCc2ccccc2)c(=O)c2c(C)c(C)sc21	x	x	x	23	x	-5%	3%
Cc1ncccc1C(=O)N1CCCN(C(=O)C2CC2)C(c2ccccc2)CC(=O)NCC1 (stereo not given)	4%	-2%	-10%	13	i	4%	2%
Cn1ncc2c(C(=O)NCCCNC(=O)OC(C)(C)C)cc(-c3cccc(F)c3)nc21	u	u	x	1	x	x	x
COc1ccc(-c2ccccc2)cc1NS(=O)(=O)c1cc(Cl)cc(Cl)c1O	x	x	x	-12	u	-12%[23.9 µM]	x
Cc1nn(-c2ccccc2)c2c1C(C1CC1)N(C1CCN(Cc3cccc(Cl)c3)CC1)C2=O (stereo not given)	-5%	-28%	x	-5	x	x	x
Cc1noc(C)c1[S+](=O)([O-])N1CCCC(C(=O)N2CCC(c3nc4ncccc4[nH]3)C2)C1 (stereo not given)	0%	-17%	x	17	i	5%	-7%
CCOC(=O)c1[nH]c(C)c(CCC(=O)Nc2ccc(C)cc2Cl)c1C	x	x	x	4	x	20%	17%
CCCN(C)c1nccnc1OC1CCN(C(=O)c2ccoc2)C1 (stereo not given)	u	-28%	14µM*	29	i	7%	182%[activator]
CCN1CCN(C(=O)C2Cn3cccc3C(=O)N2)CC1 (stereo not given)	2%	i	4%	3	u	2%	-14%
Cc1cc(C(=O)N2CCN(c3cccc(Cl)c3)CC2)n(-c2ccccc2)n1	x	x	x	-5	-5%&-4%	15%&-10%	19%
Cc1nc(CCNS(=O)(=O)c2ccc(Cl)cc2)no1	0%	i	9%	22	i	-1%	5%
CO[C@H]1[C@H](NC(=O)c2cc(C)ccc2C)c2ccccc2C12CCNCC2	u	-28%	-9%	-3	i	-29%	-16%
O=C1CCN(C(=O)c2ccccc2)CCCC(C(=O)NCCCN2CCCc3ccccc32)CCN1 (stereo not given)	u	u	u	7	-18%	-2%	61%[activator]
Cc1ccc(-n2nnnc2CNC(=O)C(C)C)cc1C	x	x	x	19	x	1%	20%
CCOc1ccc(NC(=O)Cn2c(C)cc3nc4n(c(=O)c32)CCCCC4)cc1	u	u	7%	0	i	-13%	-6%
CCN1CCCCC12Cc1ccccc1CN(C(C)=O)C2 (stereo not given)	-1%[172 µM]	2%[138 µM]	x	-8	-2%[88.5 µM]	-6%[87.6 µM]	-15%[87.6 µM]
COc1ccc(-c2nnn3c2nc(NCCc2ccc(OC)c(OC)c2)c2ccccc23)cc1	x	x	x	18	x	-1%	50%[activator]
COc1ccc(-c2cc3[nH]ccc3c(C(=O)NCc3c(C)cc(C)[nH]c3=O)n2)cc1	u	u	u	-5	-3%[88.5 µM]	-23%[87.6 µM]	27%[87.6 µM]

Compounds shown so far with fluorine (9):
SMILES	HEK cytotox	3T3 cytotox	FLuc inh	IP6K1 inh	GPT2 inhibitor	HEK293 viab	SNCA expr inhib
CN(Cc1cccnc1)c1nc2c(c(=O)[nH]1)CCN(Cc1cccc(F)c1)CC2	-19%	-29%	15%	2	i	-4%	4%
Cc1nnc([C@@H]2CC(F)(F)CN2C(=O)c2conc2C)o1	-12%	-11%	-2%	29	-13%	2%	32%[activator]
O=C(NCc1ccccc1F)c1ccc2c(c1)CN(Cc1ccccc1F)CCO2	45µM*	u	x	-4	-8%	u	9%
COc1ccc(-c2nc3c(c(SCC(=O)Nc4ccccc4F)n2)Cc2cc(C)ccc2O3)cc1	x	x	x	0	x	4%	4%
O=C(Cc1ccc2c(c1)OCO2)N1CCc2onc(-c3cccc(F)c3)c2C1	u	-26%	-10%	5	-13%	7%	27%
CNC(=O)[C@@H]1CN(C(=O)c2cc(F)cc(F)c2)C[C@H]1COC	-19%	-7%	-8%	0	i	u	-10%
COc1ccc(C(=O)NC2CCN(c3cc(-c4ccc(F)cc4)[nH]n3)CC2)cc1F	-3%	i	3%	10	i	-2%	-1%
O=C1CCCN1CCCN1C(=O)[C@H]2CN(Cc3cccc(OC(F)(F)F)c3)C[C@H]2C1=O	-6%	-12%	2%	-1	i	-3%	-28%
Cn1ncc2c(C(=O)NCCCNC(=O)OC(C)(C)C)cc(-c3cccc(F)c3)nc21	u	u	x	1	x	x	x
